MC4R ag barr = human MC4R agonism via beta-arrestin | U2OS MC4R beta-arrestin complementation, luminescence; percent of melanotan II response, DMSO zero | P32245 | 360,000 tested, 0.98% active | AID 540308 | activation, % at 8.9 µM;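 active means activation above a per-plate cutoff, the mean activation of sample wells on that plate plus 3 SD, cut at about 8% in these data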
Exocytosis inh = lytic granule exocytosis inhibition | TALL-104 LAMP-1 surface exposure, flow cytometry; cells stimulated with thapsigargin and PMA | inhibition, % at 10 µM | 360,000 tested, 0.66% active;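 active means inhibition above about 55%, limit read from the data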
CaV13 FRET inh = Disruptors of the CACNA1D IQ motif to Ca2+-dependent inactivation inhibitor domain association, primary screening, Förster resonance energy transfer in intact living …. HEK cells, CFP/YFP FRET ICDI-IQ, plate reader, 10 min; percent FRET-ratio fall versus neutral wells. inhibition, % at 12.3 µM. 340,000 tested, 0.098% active;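 active means mean replicate inhibition of at least 30% and at least 1% of replicates passing that level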;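 further: 0% = median of the neutral control wells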
MC4R antagonist = human MC4R antagonism in cAMP assay; MC4R-expressing cells, MTII-stimulated cAMP, LANCE TR-FRET; inhibition, % at 6.5 µM; 360,000 tested, 0.48% active; AID 540295;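 active means inhibition above its plate's cutoff, the mean of tested wells on that plate plus 3 SD, cut at about 29% in these data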;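 further: 0% = Melanotan II alone and 100% = Melanotan II plus saturating MCL0020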
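system = U2OS cells with stable human MC4R expression | also added = Melanotan II challenge after compound preincubation | dosing = one concentration, 6.5 µM nominal | incubation = compound 30 min, challenge 1 h, detection 1 h | measured by = TR-FRET with Eu-cAMP and labeled anti-cAMP, 671 nm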
ABHD5-PLIN5 inh = blocks binding of human ABHD5 to perilipin-5; Split G. princeps luciferase complementation, luminescence, 4 h; Q00G26+Q8WTS1; AID 602281; inhibition, % at 4 µM; 360,000 tested, 0.78% active;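 active means inhibition above the mean inhibition across every tested compound plus 3 SD, cut at about 22% in these data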;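 further: 0% = DMSO only wells and the 100% control is not disclosed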
HTR2A ag = agonists of mouse serotonin 5-HT2A receptor (HTR2A). P35363. activation, % at 7.6 µM. 360,000 tested, 0.66% active. CHO-K1 mHTR2A beta-arrestin complementation, luminescence; percent of 30 µM serotonin response;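 active means activation above a run cutoff, the mean activation of all tested compounds plus 3 SD, cut at about 14% in these data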;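 further: 0% = plate median of compound wells and 100% = 30 µM serotonin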
PDI inh = PDI (human) enzyme inhibition. PDI insulin aggregation turbidity, A650, 90 min. inhibition, % at 10 µM. P07237. 350,000 tested, 0.052% active;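 active means mean inhibition across replicates of 30% or more, whatever share of single replicates reach that level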;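 further: absorbance from insulin aggregation driven by PDI reduction with DTT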
ABCB6 inh MLPCN = human ABCB6 transporter inhibition | K562-ABCB6 porphyrin accumulation, flow cytometry, 1 h; hits give low values | fluorescence ratio to DMSO, % at 10 µM | 360,000 tested, 0.19% active | AID 602162;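 active means fluorescence ratio to DMSO below 75%, the collection mean minus 3 SD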;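 further: signal is porphyrin accumulated inside mitochondria; 100% equals median channel fluorescence of DMSO control wells; lower ratio means ABCB6 inhibition with less porphyrin fluorescence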
Target sequence (Q9NP58 whole entry, looked up): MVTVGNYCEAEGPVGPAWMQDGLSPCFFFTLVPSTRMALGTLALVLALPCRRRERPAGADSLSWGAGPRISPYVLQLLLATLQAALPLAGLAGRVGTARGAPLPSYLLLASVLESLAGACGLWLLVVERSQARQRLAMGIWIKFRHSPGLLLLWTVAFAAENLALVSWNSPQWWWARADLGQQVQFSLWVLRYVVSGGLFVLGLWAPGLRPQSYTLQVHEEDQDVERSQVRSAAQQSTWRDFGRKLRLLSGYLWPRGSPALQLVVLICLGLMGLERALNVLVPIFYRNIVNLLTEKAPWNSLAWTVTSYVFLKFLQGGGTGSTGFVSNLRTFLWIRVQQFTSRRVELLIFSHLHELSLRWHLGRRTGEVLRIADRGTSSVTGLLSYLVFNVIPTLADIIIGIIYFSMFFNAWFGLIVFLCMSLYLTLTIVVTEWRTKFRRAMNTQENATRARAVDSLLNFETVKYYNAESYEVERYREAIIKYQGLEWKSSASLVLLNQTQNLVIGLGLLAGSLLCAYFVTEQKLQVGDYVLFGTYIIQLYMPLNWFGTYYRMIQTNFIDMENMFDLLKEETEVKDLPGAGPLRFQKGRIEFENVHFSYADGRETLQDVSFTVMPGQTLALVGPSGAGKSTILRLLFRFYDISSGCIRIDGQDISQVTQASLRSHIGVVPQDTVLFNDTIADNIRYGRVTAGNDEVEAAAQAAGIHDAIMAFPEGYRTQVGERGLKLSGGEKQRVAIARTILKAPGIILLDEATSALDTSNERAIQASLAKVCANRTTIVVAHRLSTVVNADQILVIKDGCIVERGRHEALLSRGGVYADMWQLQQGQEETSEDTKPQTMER
H9c2 protect = protects H9c2 cardiomyocytes from peroxide injury | 360,000 tested, 0.63% active | AID 588492 | protection from H2O2 cell death, % at 20 µM | H2O2 injury protection, ATPLite, 2 h;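 active means compounds giving at least 50% protection of heart cells from peroxide-induced death in the single-dose screen, raw or plate-pattern-corrected value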;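 further: 0% = DMSO wells with peroxide and 100% = DMSO wells without peroxide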
N-glyco inh = N-linked glycosylation inhibition | D54 ERlucT glycosylation luciferase reporter, 24 h; percent of 100 nM tunicamycin response | reporter increase, % at 12.5 µM | 360,000 tested, 0.23% active | AID 588692;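 active means mean luciferase reporter signal, scaled so untreated is 0 and the glycosylation-blocking control 100, at or above a set limit in every replicate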;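 further: luciferase carries N-glycosylation sites so blocking glycosylation raises the light; 0% = median of neutral control wells and 100% = median of 100 nM tunicamycin wells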
* hit, by the source's call.

What do the screens show for `Cc1cccc(CN2CCN(C(C)C(=O)NC(C)c3ccccc3)CC2)c1` (centres undefined)?
MC4R ag barr: 0.1; Exocytosis inh: 17.6; CaV13 FRET inh: -2.0; MC4R antagonist: 7.5; ABHD5-PLIN5 inh: 8.6; HTR2A ag: -2.3; PDI inh: -3.5; ABCB6 inh MLPCN: 101.0; H9c2 protect: 16.1; N-glyco inh: 4.0

Results for N#Cc1cc([N+](=O)[O-])ccc1NCCCn1ccnc1 ?
MC4R ag barr: 1.1; Exocytosis inh: -2.4; CaV13 FRET inh: -2.5; MC4R antagonist: -4.2; ABHD5-PLIN5 inh: 0.2; HTR2A ag: -0.3; PDI inh: -0.6; ABCB6 inh MLPCN: 101.0; H9c2 protect: 2.8; N-glyco inh: 0.3

How did O=C(O)/C=C/c1cn(-c2ccccc2)nc1-c1ccc(-c2ccc([N+](=O)[O-])cc2)o1 do in these assays?
MC4R ag barr: 0.6; Exocytosis inh: 14.3; CaV13 FRET inh: -10.6; MC4R antagonist: -2.5; ABHD5-PLIN5 inh: 6.3; HTR2A ag: 2.4; PDI inh: -5.7; ABCB6 inh MLPCN: 106.0; H9c2 protect: 15.0; N-glyco inh: 2.7

What do the screens show for `CC1CCCC(NS(=O)(=O)c2cc3c(cc2Cl)NC(=O)CO3)C1C` (centres undefined)?
MC4R ag barr: 1.1; Exocytosis inh: 0.0; CaV13 FRET inh: -1.8; MC4R antagonist: 2.2; ABHD5-PLIN5 inh: -4.4; HTR2A ag: -5.4; ABCB6 inh MLPCN: 104.0; H9c2 protect: -12.4; N-glyco inh: -5.3

Results for FC(F)(F)C12CC(c3ccccc3)=NCCN1CCN2 (centres undefined) ?
MC4R ag barr: 0.8; Exocytosis inh: -1.4; CaV13 FRET inh: -7.8; MC4R antagonist: 12.2; ABHD5-PLIN5 inh: -5.0; HTR2A ag: -10.1; PDI inh: 2.1; ABCB6 inh MLPCN: 103.0; H9c2 protect: 5.2; N-glyco inh: -0.2

What do the screens show for `CCN(CC)CCn1c(NC(=O)c2ccc(C)cc2)nc2ccccc21`?
MC4R ag barr: 0.6; Exocytosis inh: 9.0; CaV13 FRET inh: -6.2; MC4R antagonist: 12.5; ABHD5-PLIN5 inh: 5.4; HTR2A ag: 25.1*; PDI inh: -1.4; ABCB6 inh MLPCN: 95.0; H9c2 protect: 26.3; N-glyco inh: -1.8

How did Cc1cnc(CNC(=O)C2(C)CCCN2CC(C)C)cn1 (centres undefined) do in these assays?
MC4R ag barr: -1.1; Exocytosis inh: -6.4; CaV13 FRET inh: -4.6; MC4R antagonist: 1.1; ABHD5-PLIN5 inh: -3.4; HTR2A ag: 10.3; PDI inh: -1.3; ABCB6 inh MLPCN: 101.0; H9c2 protect: -3.7; N-glyco inh: 2.0

Results for COc1cccc2c(=O)n(CC(=O)N3CCC(C)CC3)ccc12 ?
MC4R ag barr: -2.5; Exocytosis inh: -1.8; CaV13 FRET inh: 14.4; MC4R antagonist: 3.6; ABHD5-PLIN5 inh: -2.0; HTR2A ag: 0.9; ABCB6 inh MLPCN: 99.0; H9c2 protect: -1.1; N-glyco inh: -0.2

Results for CCOc1ccc(NS(=O)(=O)c2ccc(C(=O)N(C)CC(=O)Nc3ccc(OC)cc3)cc2)cc1 ?
MC4R ag barr: -1.6; Exocytosis inh: 1.5; CaV13 FRET inh: -13.4; MC4R antagonist: -4.8; ABHD5-PLIN5 inh: -3.2; HTR2A ag: -6.0; PDI inh: 10.3; ABCB6 inh MLPCN: 103.0; H9c2 protect: -6.4; N-glyco inh: -2.2

Results for COc1cc(-c2nnc(COC(=O)c3cccn3C)o2)cc(OC)c1OC ?
MC4R ag barr: 1.6; Exocytosis inh: -1.9; CaV13 FRET inh: -3.0; MC4R antagonist: 6.5; ABHD5-PLIN5 inh: 14.9; HTR2A ag: -0.8; PDI inh: -9.9; ABCB6 inh MLPCN: 85.0; H9c2 protect: 0.4; N-glyco inh: 3.9

What do the screens show for `O=[N+]([O-])c1cccc(C(=NCc2ccccc2)NO)c1`?
MC4R ag barr: -1.0; Exocytosis inh: 2.2; CaV13 FRET inh: 11.2; MC4R antagonist: 9.3; ABHD5-PLIN5 inh: -1.6; HTR2A ag: 1.4; PDI inh: 6.3; ABCB6 inh MLPCN: 91.0; H9c2 protect: -1.3; N-glyco inh: 2.9

What do the screens show for `COc1ccc(/C=N\NC(=O)CCN2CCN(c3ccccc3)CC2)cc1OC`?
MC4R ag barr: -2.4; Exocytosis inh: -1.2; MC4R antagonist: -0.2; ABHD5-PLIN5 inh: -7.8; HTR2A ag: 9.9; PDI inh: 8.6; ABCB6 inh MLPCN: 92.0; H9c2 protect: 0.2; N-glyco inh: 1.5

What do the screens show for `CC(=O)c1c(C)[nH]c(C(=O)COC(=O)COc2ccccc2F)c1C`?
MC4R ag barr: 0.3; Exocytosis inh: -5.0; CaV13 FRET inh: -2.7; MC4R antagonist: 11.7; ABHD5-PLIN5 inh: -5.9; HTR2A ag: 5.7; PDI inh: -7.3; ABCB6 inh MLPCN: 97.0; H9c2 protect: -0.4; N-glyco inh: 1.5

Results for O=C(COC(=O)c1cc(S(=O)(=O)N2CCOCC2)ccc1Cl)NCc1ccco1 ?
MC4R ag barr: -0.6; Exocytosis inh: 5.5; CaV13 FRET inh: -4.2; MC4R antagonist: 6.2; ABHD5-PLIN5 inh: 15.3; HTR2A ag: 5.9; PDI inh: 5.3; ABCB6 inh MLPCN: 89.0; H9c2 protect: 0.3; N-glyco inh: -0.3

What do the screens show for `Cc1ccc(CN(C)C(=O)c2cccc(S(=O)(=O)N3CCCC3)c2)o1`?
MC4R ag barr: -0.9; Exocytosis inh: -1.0; CaV13 FRET inh: -8.7; MC4R antagonist: 0.9; ABHD5-PLIN5 inh: 3.0; HTR2A ag: -1.5; PDI inh: -2.2; ABCB6 inh MLPCN: 87.0; H9c2 protect: 4.6; N-glyco inh: 1.1

What do the screens show for `Cc1cc(C)n(-c2nc3ccccc3nc2N2CCN(C(=O)c3ccccc3)CC2)n1`?
MC4R ag barr: 0.5; Exocytosis inh: -2.3; CaV13 FRET inh: -5.3; MC4R antagonist: 1.7; ABHD5-PLIN5 inh: -1.1; HTR2A ag: -2.7; PDI inh: 1.9; ABCB6 inh MLPCN: 99.0; H9c2 protect: 2.0; N-glyco inh: -0.6

What do the screens show for `CC(Sc1nnc(-c2cccnc2)o1)C(=O)NC1CCCCC1` (centres undefined)?
MC4R ag barr: -0.5; Exocytosis inh: 14.2; CaV13 FRET inh: -6.1; MC4R antagonist: 1.9; ABHD5-PLIN5 inh: -2.1; HTR2A ag: 9.2; PDI inh: 1.0; ABCB6 inh MLPCN: 98.0; H9c2 protect: 4.3; N-glyco inh: 1.7

How did COc1cc(C(=O)Nc2ccc3c(c2)OCO3)c([N+](=O)[O-])cc1OC do in these assays?
MC4R ag barr: -0.6; Exocytosis inh: 37.3; CaV13 FRET inh: -6.2; MC4R antagonist: -2.1; ABHD5-PLIN5 inh: 2.6; HTR2A ag: -1.5; PDI inh: -0.6; ABCB6 inh MLPCN: 93.0; H9c2 protect: -0.5; N-glyco inh: 1.9

How did O=C(Nc1cccc2ccccc12)C1CCCC1 do in these assays?
MC4R ag barr: 1.4; Exocytosis inh: 11.4; CaV13 FRET inh: -1.7; MC4R antagonist: 18.4; ABHD5-PLIN5 inh: -5.4; HTR2A ag: -0.1; PDI inh: 2.6; ABCB6 inh MLPCN: 94.0; H9c2 protect: -0.3; N-glyco inh: 2.5

Results for COc1ccc(/C=N/NC(=O)c2ccc(Cl)c(S(N)(=O)=O)c2)cc1OCC(N)=O ?
MC4R ag barr: -3.2; Exocytosis inh: -0.9; CaV13 FRET inh: 5.1; MC4R antagonist: -3.1; ABHD5-PLIN5 inh: 0.1; HTR2A ag: -1.9; PDI inh: -2.7; ABCB6 inh MLPCN: 95.0; H9c2 protect: 5.0; N-glyco inh: -0.8

What do the screens show for `COc1cc(NC(=O)c2ccco2)ccc1NC(=O)C(C)C`?
MC4R ag barr: -1.7; Exocytosis inh: -2.2; CaV13 FRET inh: -9.2; MC4R antagonist: -0.4; ABHD5-PLIN5 inh: 0.3; HTR2A ag: 3.8; PDI inh: 7.0; ABCB6 inh MLPCN: 94.0; H9c2 protect: -1.7; N-glyco inh: 2.1

How did COc1ccc(OCc2cc(C(=O)N3CCC(OC)CC3)no2)c2ccccc12 do in these assays?
MC4R ag barr: 0.6; Exocytosis inh: 0.5; CaV13 FRET inh: -6.0; MC4R antagonist: 2.9; ABHD5-PLIN5 inh: 13.7; HTR2A ag: -7.0; PDI inh: 0.8; ABCB6 inh MLPCN: 100.0; H9c2 protect: -10.6; N-glyco inh: -0.1

What do the screens show for `Cc1ccc(N(CC(=O)N2CCN(c3ccccc3F)CC2)S(=O)(=O)c2c(C)noc2C)cc1`?
MC4R ag barr: 0.5; Exocytosis inh: 29.3; CaV13 FRET inh: -5.9; MC4R antagonist: 9.7; ABHD5-PLIN5 inh: 1.5; HTR2A ag: -1.1; PDI inh: -0.5; ABCB6 inh MLPCN: 99.0; H9c2 protect: -0.1; N-glyco inh: 0.9

How did CCc1nc2ccc(C(=O)Nc3nnc(C)s3)cc2nc1CC do in these assays?
MC4R ag barr: -0.3; Exocytosis inh: 4.4; CaV13 FRET inh: -4.3; MC4R antagonist: 26.6; ABHD5-PLIN5 inh: -0.3; HTR2A ag: 2.2; PDI inh: 4.5; ABCB6 inh MLPCN: 99.0; H9c2 protect: 7.8; N-glyco inh: -0.2

How did CS(=O)(=O)c1ccc(Cl)c(NC(=O)Nc2ccccc2)c1 do in these assays?
MC4R ag barr: -2.3; Exocytosis inh: 0.2; CaV13 FRET inh: 0.4; MC4R antagonist: -1.1; ABHD5-PLIN5 inh: 1.8; HTR2A ag: -3.5; PDI inh: -0.8; ABCB6 inh MLPCN: 96.0; H9c2 protect: -3.6; N-glyco inh: -1.2

What do the screens show for `COCCCNC(=O)CN1C(=O)COc2ccc(S(=O)(=O)N3CC(C)CC(C)C3)cc21` (centres undefined)?
MC4R ag barr: -1.0; Exocytosis inh: -1.4; CaV13 FRET inh: -5.0; MC4R antagonist: 6.1; ABHD5-PLIN5 inh: 0.1; HTR2A ag: 0.8; PDI inh: 3.1; ABCB6 inh MLPCN: 101.0; H9c2 protect: 3.9; N-glyco inh: 3.6

Results for COc1ccccc1N1CCN(CC(=O)Nc2ccnn2C2CCCC2)CC1 ?
MC4R ag barr: -1.8; Exocytosis inh: -1.0; CaV13 FRET inh: -6.5; MC4R antagonist: 0.0; ABHD5-PLIN5 inh: 2.9; HTR2A ag: 0.0; PDI inh: -6.1; ABCB6 inh MLPCN: 95.0; H9c2 protect: -9.2; N-glyco inh: -0.9
